# Bioassay records as filed in PubChem BioAssay.
# INS-1E rescue: protection of INS-1E cells from cytokine death, primary screen, ATP luminescence, single point; AID 488910, 2010; INS-1E cytokine-induced death, 48 h; normalised: neutral wells 0, positive control 100; protection from cytokine-induced ATP loss, % at 10 µM; hit rate 0.1% among 20,000;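 active = mean replicate protection from cytokine-induced ATP loss at least 50% and at least 75% of replicates each reaching 50%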
#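 Assay system: INS-1E rat insulinoma cells. Amount: 8000 cells per well. Medium: phenol-red-free RPMI with 5% fetal bovine serum. Reagent: IL-1β, TNF-α and IFN-γ cytokine mix. Doses: one compound concentration, pin transfer. Schedule: 48 h co-treatment, 10 min post-lysis read. Detection: CellTiter-Glo luminescence measuring cellular ATP.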
# T cruzi intra: inhibitors of intracellular Trypanosoma cruzi, primary screen, cell-based, plate reader, single point, set 2; intracellular Trypanosoma cruzi in host cells; activity score (inhibition), % at 5.01 µM; hit rate 4.9% among 22,000; in the data active = activity score above about 55%;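 also: parasites and compound incubated about four days before reading; 0% = median of neutral control wells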
# An asterisk follows results filed as active; . = no result given.
SMILES,INS-1E rescue,T cruzi intra
C[C@@H]1CN([C@@H](C)CO)C(=O)c2cc(NC(=O)Cc3ccccc3)ccc2O[C@@H]1CN(C)S(=O)(=O)c1ccc(F)cc1,3,10
Cc1ccc(S(=O)(=O)Nc2ccc3c(c2)C(=O)N([C@H](C)CO)C[C@H](C)[C@H](CN(C)S(C)(=O)=O)O3)cc1,4,-22
C[C@@H]1CN([C@@H](C)CO)C(=O)c2cccc(NS(C)(=O)=O)c2O[C@H]1CN(C)Cc1ccc(Oc2ccccc2)cc1,-4,0
C[C@H]1CN([C@@H](C)CO)C(=O)c2cc(NS(=O)(=O)c3cn(C)cn3)ccc2O[C@@H]1CN(C)S(C)(=O)=O,1,-11
C[C@@H]1CN([C@H](C)CO)C(=O)CCCn2nncc2CO[C@@H]1CN(C)Cc1ccc(C(=O)O)cc1,.,-17
C[C@H]1CN([C@@H](C)CO)C(=O)c2cccc(NC(=O)C3CC3)c2O[C@@H]1CN(C)S(=O)(=O)c1cn(C)cn1,5,-23
Cc1ccc(S(=O)(=O)Nc2ccc3c(c2)CC(=O)N([C@H](C)CO)C[C@@H](C)[C@@H](CN(C)Cc2ccncc2)O3)cc1,-2,4
C[C@H]1CN([C@@H](C)CO)C(=O)Cc2cc(NC(=O)Nc3cccc4ccccc34)ccc2O[C@H]1CN(C)S(C)(=O)=O,12,-11
C[C@@H]1CN([C@@H](C)CO)C(=O)Cc2cc(NC(=O)Cc3cn(C)c4ccccc34)ccc2O[C@@H]1CN(C)Cc1ccc(-c2ccccc2)cc1,-6,42
CNC[C@@H]1Oc2c(NS(=O)(=O)c3ccc(F)cc3)cccc2C(=O)N([C@H](C)CO)C[C@@H]1C,15,-6
Cc1ccc(S(=O)(=O)N(C)C[C@@H]2OCCCC[C@@H](C)Oc3ccc(NC(=O)Nc4ccc(C(F)(F)F)cc4)cc3C(=O)N([C@H](C)CO)C[C@@H]2C)cc1,-23,70*
Cc1noc(C)c1NC(=O)N(C)C[C@H]1Oc2c(NC(=O)Nc3ccc4c(c3)OCO4)cccc2C(=O)N([C@@H](C)CO)C[C@H]1C,6,4
C[C@@H]1CN([C@@H](C)CO)C(=O)c2cc(NC(=O)NC3CCCCC3)ccc2O[C@@H]1CN(C)C(=O)Nc1ccc2c(c1)OCO2,8,6
COc1ccc(NC(=O)N(C)C[C@H]2Oc3ccc(NC(=O)NC4CCCCC4)cc3CC(=O)N([C@@H](C)CO)C[C@@H]2C)cc1,3,-5
CCn1c2ccccc2c2cc(/C=N/NC(=O)c3ccccc3O)ccc21,-3,17
Cc1ccc(S(=O)(=O)Nc2cccc3c2O[C@@H](CN(C)Cc2ccc(Oc4ccccc4)cc2)[C@@H](C)CN([C@H](C)CO)C3=O)cc1,-64,65*
Cc1noc(C)c1NC(=O)N(C)C[C@@H]1Oc2ccc(NC(=O)CCCCCC(=O)Nc3ccccc3N)cc2C(=O)N([C@@H](C)CO)C[C@H]1C,15,-24
CNC[C@@H]1Oc2ccc(N(C)C)cc2C(=O)N([C@@H](C)CO)C[C@@H]1C,.,-12
C[C@@H]1CN([C@H](C)CO)C(=O)Cc2cc(NC(=O)NC3CCCCC3)ccc2O[C@@H]1CN(C)Cc1ccc(Oc2ccccc2)cc1,-65,51
C[C@@H]1CN([C@@H](C)CO)C(=O)c2cc(NC(=O)Nc3ccc4c(c3)OCO4)ccc2O[C@@H]1CN(C)S(=O)(=O)c1ccc(F)cc1,-4,13
Cc1ccccc1S(=O)(=O)N(C)C[C@@H]1OCc2cn(nn2)CCCC(=O)N([C@H](C)CO)C[C@H]1C,.,-8
C[C@H](CO)N1C[C@H](C)[C@H](CN(C)C(=O)Nc2ccccc2)Oc2ccc(NC(=O)NC3CCCCC3)cc2CC1=O,6,-18
C[C@@H]1CN([C@@H](C)CO)C(=O)c2cc(NS(=O)(=O)c3ccccc3)ccc2O[C@H]1CN(C)C(=O)Nc1ccc(F)cc1,29,-15
C[C@@H]1CN([C@@H](C)CO)C(=O)Cc2cc(NC(=O)Cc3ccccc3)ccc2O[C@@H]1CN(C)Cc1ccncc1,-5,30
CNC[C@@H]1Oc2c(NC(=O)c3cc(C)nn3C)cccc2C(=O)N([C@@H](C)CO)C[C@H]1C,0,-21
Cc1noc(C)c1S(=O)(=O)N(C)C[C@@H]1Oc2c(NC(=O)C3CC3)cccc2C(=O)N([C@H](C)CO)C[C@@H]1C,7,4
C[C@H]1CN([C@@H](C)CO)C(=O)c2cc(NC(=O)Cc3ccccc3)ccc2O[C@@H]1CN(C)CC1CC1,9,-6
CC(C)NC(=O)Nc1ccc2c(c1)CC(=O)N([C@H](C)CO)C[C@H](C)[C@H](CN(C)C(=O)Nc1ccccc1)O2,6,-15
Cc1noc(C)c1NC(=O)Nc1cccc2c1O[C@H](CN(C)Cc1ccc(-c3ccccc3)cc1)[C@@H](C)CN([C@@H](C)CO)C2=O,1,38
C[C@H](CO)N1C[C@H](C)[C@@H](CN(C)C(=O)Nc2ccc3c(c2)OCO3)Oc2c(NC(=O)C3CCCCC3)cccc2C1=O,1,-3
Cc1noc(C)c1NC(=O)Nc1ccc2c(c1)C(=O)N([C@H](C)CO)C[C@H](C)[C@@H](CN(C)C(=O)Nc1c(C)noc1C)O2,7,-8
COc1ccc(/C=N/NC(=O)c2ccc(C(=O)NO)cc2)c(OC)c1,23,-3
Cc1noc(C)c1NC(=O)N(C)C[C@@H]1Oc2ccc(NS(=O)(=O)c3cccs3)cc2C(=O)N([C@H](C)CO)C[C@@H]1C,4,-23
C[C@@H]1CN([C@H](C)CO)C(=O)c2cccc(NS(=O)(=O)c3ccc(Cl)cc3)c2O[C@H]1CN(C)Cc1ccc(C(F)(F)F)cc1,6,23
C[C@@H]1CN([C@@H](C)CO)C(=O)Cc2cc(NC(=O)Nc3ccc(F)cc3)ccc2O[C@@H]1CN(C)Cc1ccncc1,2,15
C[C@@H]1CCCCO[C@@H](CN(C)C(=O)Nc2ccc(F)cc2)[C@@H](C)CN([C@H](C)CO)C(=O)c2cc(NC(=O)c3ccncc3)ccc2O1,1,-9
C[C@@H]1CN([C@H](C)CO)C(=O)Cc2cc(NS(=O)(=O)c3cn(C)cn3)ccc2O[C@H]1CN(C)C(=O)Nc1ccc(F)cc1,3,-9
C[C@@H]1CN([C@H](C)CO)C(=O)c2cc(NS(=O)(=O)c3cccs3)ccc2O[C@@H]1CN(C)C,-4,-16
C[C@@H]1CN([C@H](C)CO)C(=O)Cc2cc(NC(=O)Cc3ccccc3)ccc2O[C@H]1CN(C)S(=O)(=O)c1ccc(Cl)cc1,-4,-12
C[C@H](CO)N1C[C@H](C)[C@H](CN(C)Cc2ccc3c(c2)OCO3)Oc2ncc(-c3ccccc3)cc2C1=O,.,10
C[C@@H]1CN([C@H](C)CO)C(=O)c2cc(NC(=O)CCN3CCOCC3)ccc2O[C@@H]1CN(C)Cc1ccc(-c2ccccc2)cc1,-5,-6
C[C@H](CO)N1C[C@H](C)[C@H](CN(C)S(=O)(=O)c2ccc(Oc3ccccc3)nc2)OCc2cn(nn2)CCCC1=O,.,-5
Cc1noc(C)c1NC(=O)N(C)C[C@H]1Oc2ccc(NC(=O)Nc3ccc(C(F)(F)F)cc3)cc2C(=O)N([C@@H](C)CO)C[C@@H]1C,-1,-21
C[C@@H]1CN([C@H](C)CO)C(=O)c2cc(NS(=O)(=O)c3ccccc3)ccc2O[C@@H]1CN(C)Cc1ccc(C(F)(F)F)cc1,2,5
COc1ccc(NC(=O)N(C)C[C@H]2Oc3c(NC(=O)c4ccncc4)cccc3C(=O)N([C@@H](C)CO)C[C@@H]2C)cc1,10,-18

# A different layout for 9 compounds above:
SMILES	INS-1E rescue	T cruzi intra
C[C@@H]1CN([C@H](C)CO)C(=O)Cc2cc(NS(=O)(=O)c3cn(C)cn3)ccc2O[C@H]1CN(C)C(=O)Nc1ccc(F)cc1	3	-9
C[C@@H]1CN([C@H](C)CO)C(=O)c2cc(NS(=O)(=O)c3cccs3)ccc2O[C@@H]1CN(C)C	-4	-16
C[C@@H]1CN([C@H](C)CO)C(=O)Cc2cc(NC(=O)Cc3ccccc3)ccc2O[C@H]1CN(C)S(=O)(=O)c1ccc(Cl)cc1	-4	-12
C[C@H](CO)N1C[C@H](C)[C@H](CN(C)Cc2ccc3c(c2)OCO3)Oc2ncc(-c3ccccc3)cc2C1=O	.	10
C[C@@H]1CN([C@H](C)CO)C(=O)c2cc(NC(=O)CCN3CCOCC3)ccc2O[C@@H]1CN(C)Cc1ccc(-c2ccccc2)cc1	-5	-6
C[C@H](CO)N1C[C@H](C)[C@H](CN(C)S(=O)(=O)c2ccc(Oc3ccccc3)nc2)OCc2cn(nn2)CCCC1=O	.	-5
Cc1noc(C)c1NC(=O)N(C)C[C@H]1Oc2ccc(NC(=O)Nc3ccc(C(F)(F)F)cc3)cc2C(=O)N([C@@H](C)CO)C[C@@H]1C	-1	-21
C[C@@H]1CN([C@H](C)CO)C(=O)c2cc(NS(=O)(=O)c3ccccc3)ccc2O[C@@H]1CN(C)Cc1ccc(C(F)(F)F)cc1	2	5
COc1ccc(NC(=O)N(C)C[C@H]2Oc3c(NC(=O)c4ccncc4)cccc3C(=O)N([C@@H](C)CO)C[C@@H]2C)cc1	10	-18

# Carrying on.
SMILES,INS-1E rescue,T cruzi intra
C[C@@H]1CN([C@@H](C)CO)C(=O)c2cccc(NS(=O)(=O)c3cn(C)cn3)c2O[C@@H]1CN(C)Cc1ccncc1,15,-38
C[C@H](CO)N1C[C@H](C)[C@@H](CN(C)C)Oc2ccc(NC(=O)C3CC3)cc2C1=O,8,-19
C[C@@H]1CN([C@H](C)CO)C(=O)c2cc(NC(=O)C3CC3)ccc2O[C@H]1CN(C)C(=O)Nc1ccc2c(c1)OCO2,11,-22
CNC[C@H]1Oc2ccc(NC(=O)Nc3ccc(OC)cc3)cc2C(=O)N([C@H](C)CO)C[C@H]1C,8,-2
C[C@@H]1CN([C@H](C)CO)C(=O)c2cccc(NS(=O)(=O)c3cccs3)c2O[C@H]1CN(C)CC1CC1,5,-3
C[C@@H]1CN([C@H](C)CO)C(=O)Cc2cc(NC(=O)CCC(F)(F)F)ccc2O[C@H]1CN(C)CC1CC1,3,1
C[C@H]1CN([C@@H](C)CO)C(=O)Cc2cc(NS(=O)(=O)c3ccc(Cl)cc3)ccc2O[C@@H]1CN(C)C(=O)Nc1ccc(F)cc1,2,-8
C[C@@H]1CN([C@@H](C)CO)C(=O)Cc2cc(NS(=O)(=O)c3ccc(Cl)cc3)ccc2O[C@@H]1CN(C)C(=O)Nc1ccc(C(F)(F)F)cc1,-13,2
C[C@@H]1CN([C@@H](C)CO)C(=O)Cc2cc(NC(=O)CCN3CCOCC3)ccc2O[C@@H]1CN(C)Cc1ccc2c(c1)OCO2,2,0
C[C@@H]1CCCCO[C@@H](CN(C)C(=O)c2ccccc2)[C@@H](C)CN([C@H](C)CO)C(=O)c2cc(NC(=O)Cc3ccccc3)ccc2O1,2,6
C[C@@H]1CN([C@@H](C)CO)C(=O)c2cc(NC(=O)Nc3ccccc3)ccc2O[C@@H]1CN(C)Cc1ccc(Cl)c(Cl)c1,-9,16
COc1ccc(NC(=O)N(C)C[C@@H]2Oc3ccc(NS(=O)(=O)c4ccc(OC)cc4)cc3C(=O)N([C@@H](C)CO)C[C@H]2C)cc1,6,-8
Cc1noc(C)c1NC(=O)N(C)C[C@H]1Oc2c(NC(=O)NC(C)C)cccc2C(=O)N([C@H](C)CO)C[C@@H]1C,12,-19
COc1ccc(S(=O)(=O)N(C)C[C@@H]2Oc3c(NS(=O)(=O)c4ccc(C)cc4)cccc3C(=O)N([C@@H](C)CO)C[C@@H]2C)cc1,4,18
COc1ccc(CN(C)C[C@@H]2OCCCC[C@@H](C)Oc3ccc(NC(=O)Nc4ccc(C(F)(F)F)cc4)cc3C(=O)N([C@H](C)CO)C[C@@H]2C)cc1,-32,63*
Cc1noc(C)c1S(=O)(=O)Nc1ccc2c(c1)C(=O)N([C@@H](C)CO)C[C@H](C)[C@H](CN(C)Cc1ccc(-c3ccccc3)cc1)O2,-16,8
C[C@@H]1CCCCO[C@H](CN(C)S(=O)(=O)c2cn(C)cn2)[C@@H](C)CN([C@H](C)CO)C(=O)c2cc(NS(C)(=O)=O)ccc2O1,2,-19
CC(C)NC(=O)Nc1ccc2c(c1)CC(=O)N([C@@H](C)CO)C[C@@H](C)[C@@H](CN(C)Cc1ccc(Cl)c(Cl)c1)O2,-14,8
COc1ccc(NC(=O)N(C)C[C@H]2Oc3ccc(NC(=O)Cn4cnnn4)cc3CC(=O)N([C@@H](C)CO)C[C@@H]2C)cc1,-3,-21
C[C@H]1CN([C@@H](C)CO)C(=O)c2cccc(NC(=O)Nc3ccccc3)c2O[C@@H]1CN(C)C(=O)Nc1ccc2c(c1)OCO2,2,-13
C[C@@H]1CCCCO[C@@H](CN(C)C(=O)CCCN(C)C)[C@@H](C)CN([C@H](C)CO)C(=O)c2cc(NC(=O)Nc3ccccc3)ccc2O1,0,-18
COc1ccc(NC(=O)Nc2ccc3c(c2)C(=O)N([C@H](C)CO)C[C@H](C)[C@@H](CN(C)C(=O)Nc2ccc(C(F)(F)F)cc2)O3)cc1,-5,-17
C[C@H](CO)N1C[C@H](C)[C@@H](CN(C)S(=O)(=O)c2cccs2)Oc2ccc(N(C)C)cc2C1=O,0,5
C[C@@H]1CN([C@H](C)CO)C(=O)c2cccc(NC(=O)c3nc4ccccc4s3)c2O[C@@H]1CN(C)Cc1ccc(C(=O)O)cc1,-2,0
C[C@H]1CN([C@@H](C)CO)C(=O)c2cccc(NC(=O)Nc3cccc4ccccc34)c2O[C@@H]1CN(C)C(=O)Nc1ccc(F)cc1,-5,22
Cc1noc(C)c1NC(=O)Nc1cccc2c1O[C@H](CN(C)S(=O)(=O)c1ccc(F)cc1)[C@H](C)CN([C@@H](C)CO)C2=O,3,5

# Some of the compounds tested; the hit share may differ from the screen's.
